All columns: NCI-60 one-dose screen, growth in % after 48 h at 10 µM unless noted; 100 = growth as untreated, 0 = no growth, -100 = all killed.
SN12C: SN12C renal cancer cells; actives 3.8% (n = 81,000)
RXF 393: RXF 393 renal cancer cells. actives 6.9% (n = 77,000)
DU-145: DU-145 prostate cancer; actives 4.2% (n = 81,000)
ACHN: ACHN renal cancer | AID 1794771 | actives 4.9% (n = 81,000)
UO-31: UO-31 renal cancer; actives 5.2% (n = 81,000)
786-0: 786-0 renal cancer cells; actives 5.1% (n = 81,000)
CAKI-1: CAKI-1 renal cancer; actives 4.7% (n = 75,000); AID 1794772
TK-10: TK-10 renal cancer cells | actives 3.9% (n = 81,000)
A498: A498 renal cancer cells; actives 5.4% (n = 76,000)
* hit, by the source's call. How the source made its calls: active means growth percent below 10; inactive means the rest.

COc1cccc2nc(Nc3cccc(NC(=O)c4ccc(CN5CCCN(C)CC5)c(C(F)(F)F)c4)c3)ccc12 was read as SN12C -80*, DU-145 -83*, ACHN -100*, UO-31 -97*, 786-0 -85*, CAKI-1 -100*, TK-10 -89* and A498 -91*.
For O=C(CSc1nc2ccccc2[nH]1)c1cc2ccccc2o1 the results were SN12C 99, RXF 393 105, DU-145 115, ACHN 109, UO-31 87, 786-0 93, CAKI-1 91, TK-10 125 and A498 120.
Screening N#Cc1c(-c2ccc(F)cc2)cc(-c2ccc(Br)s2)[nH]c1=O returned SN12C 98, RXF 393 105, DU-145 114, ACHN 104, UO-31 77, 786-0 98, CAKI-1 88 and TK-10 111.
Screening COc1cc(Cn2nc(-c3ccccc3)c3c2CCc2cnoc2-3)cc(OC)c1OC returned SN12C 88, ACHN 74, UO-31 77, 786-0 88, CAKI-1 72, TK-10 109 and A498 84.
COc1cc2nc(Cl)nc(Nc3cccc(C(=O)/C=C/c4ccc(F)cc4)c3)c2cc1OC was read as SN12C 52, RXF 393 69, DU-145 86, ACHN 20, UO-31 54, 786-0 58, CAKI-1 56, TK-10 155 and A498 86.
Cc1cc(=O)n(C)c2cc(N3C(=O)CC[C@@H](NS(=O)(=O)CC(C)C)[C@@H]3c3ccc(Cl)cc3)ccc12 was read as SN12C 102, RXF 393 111, DU-145 108, ACHN 105, UO-31 95, 786-0 101, CAKI-1 96, TK-10 97 and A498 124.
`O=c1cc(-c2ccccc2)nc2sc(-c3c[nH]c4ccc(F)cc34)nn12` gave SN12C 57, RXF 393 41, DU-145 63, ACHN 30, UO-31 20, 786-0 16, CAKI-1 60, TK-10 51 and A498 89.
For C=CCNC(=O)NC(=O)Cc1ccccc1 the results were SN12C 96, RXF 393 78, DU-145 127, ACHN 104, UO-31 86, 786-0 103, CAKI-1 91, TK-10 106 and A498 114.
For COc1ccc(-c2nc3c(c(-c4ccc(Cl)cc4)nn3-c3ccccc3)c(-c3ccc(O)cc3)c2C#N)cc1 the results were SN12C -27*, RXF 393 -13*, DU-145 52, ACHN 51, UO-31 37, 786-0 9.2*, CAKI-1 40, TK-10 94 and A498 61.
CN(C)c1ccc(CNCCO)cc1 was read as SN12C 100, RXF 393 113, DU-145 105, ACHN 102, UO-31 91, 786-0 86, CAKI-1 101, TK-10 83 and A498 111.
`OCC(O)C(O)C(O)C(O)C(c1ccccc1)c1ccccc1` (stereo not given) gave SN12C 111, RXF 393 108, DU-145 105, ACHN 103, UO-31 94, 786-0 99, CAKI-1 93, TK-10 103 and A498 67.
CCCc1c(C)[nH]c2ccccc2c1=O was read as SN12C 92, RXF 393 105, DU-145 110, ACHN 99, UO-31 84, 786-0 102, CAKI-1 98, TK-10 109 and A498 85.
For C=COCC(F)(F)F the results were SN12C 103, RXF 393 126, DU-145 108, ACHN 98, UO-31 86, 786-0 94, CAKI-1 96, TK-10 96 and A498 79.
Screening CN1C(=O)N(C)C2Nn3c(s/c(=C\c4ccc(Br)cc4)c3=O)=NC21 (stereo not given) returned SN12C 97, RXF 393 112, DU-145 103, ACHN 93, UO-31 69, 786-0 102, CAKI-1 82, TK-10 111 and A498 112.
COc1cc(/C=N/NC(=O)CSc2nc3sc4c(c3c(=O)n2-c2ccc(Cl)cc2)CCCC4)ccc1O was read as SN12C 100, RXF 393 101, DU-145 107, ACHN 104, UO-31 75, 786-0 94, CAKI-1 94, TK-10 110 and A498 93.
CCSc1nnc(-c2cnn3c2NC(c2ccccc2)C3)n1-c1ccc(Cl)cc1 (stereo not given) was read as SN12C 93, RXF 393 105, DU-145 94, ACHN 82, UO-31 71, 786-0 101, CAKI-1 74, TK-10 100 and A498 78.
CC(C)CCSC1=CC(=O)c2ccccc2C1=O was read as SN12C 90, RXF 393 44, DU-145 77, ACHN 11, UO-31 -64*, 786-0 91, CAKI-1 21, TK-10 103 and A498 98.
Screening Clc1ccc(OCc2cn(Cc3ccc(-c4ccccc4-c4nn[nH]n4)cc3)nn2)cc1 returned SN12C 107, RXF 393 136, DU-145 110, ACHN 107, UO-31 92, 786-0 103, CAKI-1 103 and A498 97.
Cc1ccc(-c2cn(-c3ccc(Cl)cc3)c(SCc3ncc(C)cc3C)n2)cc1 was read as SN12C 98, RXF 393 104, DU-145 99, ACHN 93, UO-31 71, 786-0 96, CAKI-1 89, TK-10 108 and A498 81.
Screening O=C1CCCCc2cc(O)c(O)cc21 returned SN12C 104, RXF 393 107, DU-145 103, ACHN 95, UO-31 86, 786-0 103, CAKI-1 99, TK-10 101 and A498 104.

Continued, starting with the last two of the part before.
Cc1ccc(-c2cn(-c3ccc(Cl)cc3)c(SCc3ncc(C)cc3C)n2)cc1 was read as SN12C 98, RXF 393 104, DU-145 99, ACHN 93, UO-31 71, 786-0 96, CAKI-1 89, TK-10 108 and A498 81.
Screening O=C1CCCCc2cc(O)c(O)cc21 returned SN12C 104, RXF 393 107, DU-145 103, ACHN 95, UO-31 86, 786-0 103, CAKI-1 99, TK-10 101 and A498 104.
Screening C=C(C)[C@@H]1CC[C@]2(C)[C@H](CC=C3[C@@H]4CC(C)(C)CC[C@]4(C=O)CC[C@]32C)[C@@]1(C)CCCN returned SN12C 67, RXF 393 67, DU-145 93, ACHN 88, UO-31 45, 786-0 90, CAKI-1 61, TK-10 81 and A498 97.
CCOC(=O)C1OC1(C)c1ccc(Cl)cc1 (stereo not given) was read as SN12C 102, RXF 393 118, DU-145 113, ACHN 101, UO-31 93, 786-0 105, CAKI-1 99, TK-10 89 and A498 89.
`COc1cccc(N2CCN(c3ncnc4c3[nH]c3ccc(F)cc34)C[C@H]2C)c1` gave SN12C 71, RXF 393 88, DU-145 82, ACHN 63, UO-31 32, 786-0 71, CAKI-1 43, TK-10 95 and A498 37.
Screening CC(=O)c1cc(C)c(C)cc1C returned SN12C 98, RXF 393 114, DU-145 96, ACHN 105, UO-31 94, 786-0 114, CAKI-1 105, TK-10 98 and A498 95.
`COc1ccc2nc(-n3c(=O)c4ccccc4n(-c4ccccc4)c3=O)sc2c1` gave RXF 393 106, DU-145 110, ACHN 107, UO-31 81, 786-0 111, CAKI-1 99, TK-10 107 and A498 103.
O=C1NC(=O)c2c1c1c3ccccc3ccc1c1[nH]c3ncccc3c21 was read as SN12C 93, RXF 393 113, DU-145 110, ACHN 90, UO-31 80, 786-0 106, CAKI-1 89, TK-10 142 and A498 111.
`COc1cc(/C=C2\Oc3cc(OCCN4CCCC4)ccc3C2=O)cc(OC)c1OC` gave SN12C 94, DU-145 101, ACHN 101, UO-31 91, 786-0 98, CAKI-1 94, TK-10 124 and A498 90.
N#Cc1c(-c2ccc(F)cc2)nc(SCc2ccc([N+](=O)[O-])cc2)nc1N1CCOCC1 was read as SN12C 75, RXF 393 9.8*, DU-145 73, ACHN 51, UO-31 51, 786-0 30, CAKI-1 36, TK-10 84 and A498 64.
`COc1cc(NC(C)CCCNC(=O)CCC(=O)NCCCNCCCCCCCCNCCCNC(=O)CCC(=O)NCCCC(C)Nc2cc(OC)cc3cccnc23)c2ncccc2c1` (stereo not given) gave SN12C 43, RXF 393 68, DU-145 67, ACHN 89, UO-31 91, 786-0 93, CAKI-1 95 and TK-10 83.
`O=C1c2nccnc2C(=O)N1Cc1ccccc1` gave SN12C 112, RXF 393 112, DU-145 108, ACHN 110, UO-31 104, 786-0 99, CAKI-1 109, TK-10 124 and A498 101.
For CCN(CC)CCSC(=O)C(c1ccccc1)C1CCCC1 (stereo not given) the results were SN12C 103, RXF 393 118, DU-145 100, ACHN 99, UO-31 87, CAKI-1 84, TK-10 101 and A498 90.
`COc1cc(/C=C/C(=O)c2cnn(-c3cc(=O)[nH]c4ccc(Cl)cc34)c2C)cc(OC)c1OC` gave SN12C 0.0*, RXF 393 -84*, DU-145 -73*, ACHN -35*, UO-31 -73*, 786-0 -44*, CAKI-1 -68*, TK-10 0.2* and A498 -21*.
`CS(=O)(=O)c1ccc(-c2nc3cc(Cl)ccc3n2CC(=O)N/N=C/c2ccc(Cl)cc2)cc1` gave SN12C 69, RXF 393 -25*, DU-145 70, ACHN 62, UO-31 78, 786-0 16, CAKI-1 71, TK-10 82 and A498 68.
CC(=O)OCC(=O)C1(O)CCC2C3CCC4CC(=O)CCC4(C)C3C(=O)CC21C (stereo not given) was read as SN12C 90, RXF 393 107, DU-145 107, ACHN 105, UO-31 87, 786-0 100, CAKI-1 98, TK-10 91 and A498 86.
For O=C(O)CN1CCc2c(sc3ncnc(N/N=C/c4ccc(Br)cc4)c23)C1 the results were SN12C 103, RXF 393 117, DU-145 114, ACHN 104, UO-31 79, 786-0 103, CAKI-1 87, TK-10 134 and A498 149.
For O=c1oc2cc(O)ccc2s1 the results were DU-145 113, UO-31 81, 786-0 92, CAKI-1 95, TK-10 87 and A498 117.
COc1cc(/C=C/C(=O)c2nnn(-c3ccc([N+](=O)[O-])cc3)c2C)ccc1O was read as SN12C 93, RXF 393 98, DU-145 101, ACHN 97, UO-31 77, 786-0 101, CAKI-1 86, TK-10 110 and A498 104.
Screening CCOC(=O)c1c(C)n(-c2ccccc2)c2c1c(-c1ccccc1)nc1ccccc12 returned SN12C 86, RXF 393 102, DU-145 96, ACHN 83, UO-31 81, 786-0 86, CAKI-1 91, TK-10 98 and A498 90.
`Brc1cccc2ccccc12` gave SN12C 98, RXF 393 100, DU-145 117, ACHN 93, TK-10 104 and A498 114.
Screening c1ccn2c(NCCN3CCOCC3)c(-c3ccc4c(c3)OCO4)nc2c1 returned SN12C 98, RXF 393 100, DU-145 103, ACHN 96, UO-31 82, 786-0 95, CAKI-1 87, TK-10 111 and A498 97.

2 successive records out of the list so far, for reference:
`O=C1c2nccnc2C(=O)N1Cc1ccccc1` gave SN12C 112, RXF 393 112, DU-145 108, ACHN 110, UO-31 104, 786-0 99, CAKI-1 109, TK-10 124 and A498 101.
For CCN(CC)CCSC(=O)C(c1ccccc1)C1CCCC1 (stereo not given) the results were SN12C 103, RXF 393 118, DU-145 100, ACHN 99, UO-31 87, CAKI-1 84, TK-10 101 and A498 90.

Structures shown so far with a cyano group, in the order listed:
Screening N#Cc1c(-c2ccc(F)cc2)cc(-c2ccc(Br)s2)[nH]c1=O returned SN12C 98, RXF 393 105, DU-145 114, ACHN 104, UO-31 77, 786-0 98, CAKI-1 88 and TK-10 111.
For COc1ccc(-c2nc3c(c(-c4ccc(Cl)cc4)nn3-c3ccccc3)c(-c3ccc(O)cc3)c2C#N)cc1 the results were SN12C -27*, RXF 393 -13*, DU-145 52, ACHN 51, UO-31 37, 786-0 9.2*, CAKI-1 40, TK-10 94 and A498 61.
N#Cc1c(-c2ccc(F)cc2)nc(SCc2ccc([N+](=O)[O-])cc2)nc1N1CCOCC1 was read as SN12C 75, RXF 393 9.8*, DU-145 73, ACHN 51, UO-31 51, 786-0 30, CAKI-1 36, TK-10 84 and A498 64.

Source: PubChem
